# Compound activity: PubChem BioAssay, The Scripps Research Institute Molecular Screening Center
# PG9 binder: binds the HIV-1 gp120 antibody PG9 | AID 624416 | TR-FRET gp120-PG9 antibody binding | inhibition, % at 6.7 µM | actives 0.43% (n = 360,000); in the data active = inhibition above about 8.5%
# UHRF1 binding: blocks human UHRF1 binding to methylated DNA. Q96T88. UHRF1 binding to methylated oligo, TR-FRET. inhibition, % at 4.4 µM. actives 0.75% (n = 370,000). AID 687016; in the data active = inhibition above about 21%;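 also: UHRF1 SRA domain binding a hemimethylated CpG hairpin DNA probe; 0% = median of test compound wells and 100% = reference inhibitor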
# LEDGF integ inh: blocks HIV-1 LEDGF/p75-dependent DNA integration; actives 0.64% (n = 370,000); TR-FRET IN-LEDGF/p75 DNA integration, Eu/Cy5; inhibition, % at 3.7 µM;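 active = inhibition above the screen-wide mean plus 3 SD, cut at about 13% in these data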;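 also: signal is the Cy5 over europium emission ratio at 671 and 618 nm; 0% = plate median of compound wells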
# TDP2 absorb: TDP2 (human) inhibition, absorbance primary screen; recombinant TDP2, T5PNP hydrolysis, p-nitrophenol absorbance 415 nm; inhibition, % at 12.8 µM; actives 0.34% (n = 370,000);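 active = inhibition above the mean of all tested compounds plus 3 SD, set per campaign, cut at about 25% in these data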;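 also: 0% = DMSO with enzyme and 100% = buffer with substrate but no TDP2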
#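 Read-out basis: percent inhibition. System: recombinant human TDP2. Buffer or medium: Mg2+-containing Tris-HCl buffer, pH 7.5. Repeats: single replicate. Timing: reaction 2 h, 37 °C. Benchmarks: high control without enzyme, low control DMSO plus TDP2. Probe or stimulus: 5 mM T5PNP. Doses: 12.8 µM only. Measured by: epi absorbance of p-nitrophenol freed from T5PNP by hydrolysis.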
# PRMT1 inh: PRMT1 (human) inhibition, primary screen. Q99873. recombinant PRMT1, activity-based probe fluorescence polarization. inhibition, % at 2.79 µM. actives 1.3% (n = 370,000);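 active = inhibition above about 21% made by adding two undisclosed values, limit read from the data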
# TCR-CD3 inh: human TCR-CD3 binding inhibition. TAMRA-labeled TCR probe fluorescence, biochemical. inhibition, % at 9.4 µM. actives 0.37% (n = 360,000). AID 651800; in the data active = inhibition above about 19%;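 also: recombinant mutant TCR 2C K166C tagged with TAMRA read by polarization; 0% = receptor in buffer alone and 100% = receptor with positive control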
# HTRA1 inhibitor: HTRA1 (human) protease inhibition. Q92743. recombinant HTRA1, FP-rhodamine activity-based probe, fluorescence polarization. inhibition, % at 5.96 µM. actives 0.5% (n = 340,000). AID 504803; in the data active = inhibition above about 36%;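 also: 0% = enzyme with DMSO and 100% = wells lacking enzyme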
# Target sequence (Q92743 whole entry, looked up): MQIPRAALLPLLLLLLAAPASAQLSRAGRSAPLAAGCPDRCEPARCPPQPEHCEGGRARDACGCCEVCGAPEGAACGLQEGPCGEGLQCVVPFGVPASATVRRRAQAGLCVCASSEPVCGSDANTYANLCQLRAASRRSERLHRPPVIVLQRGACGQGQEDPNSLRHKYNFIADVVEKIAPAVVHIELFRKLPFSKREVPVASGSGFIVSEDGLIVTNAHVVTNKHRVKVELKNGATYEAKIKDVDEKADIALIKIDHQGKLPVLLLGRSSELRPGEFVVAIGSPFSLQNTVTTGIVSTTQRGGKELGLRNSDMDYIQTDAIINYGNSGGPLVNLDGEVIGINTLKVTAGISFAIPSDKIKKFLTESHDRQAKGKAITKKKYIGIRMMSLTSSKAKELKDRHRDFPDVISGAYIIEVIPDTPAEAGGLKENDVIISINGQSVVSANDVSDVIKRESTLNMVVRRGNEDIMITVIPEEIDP
# Tn7 DDE FP: disrupts Tn7 cyclic peptide binding to fibrin D-Dimer-E complex. actives 0.13% (n = 370,000). inhibition, % at 8.3 µM. AID 720508. P02675. FP displacement of FITC-Tn7 peptide from fibrin DD(E); 0% = median of compound wells per plate;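 active = inhibition above the mean of compounds falling within the control limits plus 3 SD of them, cut at about 14% in these data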;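 also: 0% = plate median of compound wells and 100% = 10 µM Aha-Tn7 peptide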
# Target sequence (P02675 whole entry, looked up): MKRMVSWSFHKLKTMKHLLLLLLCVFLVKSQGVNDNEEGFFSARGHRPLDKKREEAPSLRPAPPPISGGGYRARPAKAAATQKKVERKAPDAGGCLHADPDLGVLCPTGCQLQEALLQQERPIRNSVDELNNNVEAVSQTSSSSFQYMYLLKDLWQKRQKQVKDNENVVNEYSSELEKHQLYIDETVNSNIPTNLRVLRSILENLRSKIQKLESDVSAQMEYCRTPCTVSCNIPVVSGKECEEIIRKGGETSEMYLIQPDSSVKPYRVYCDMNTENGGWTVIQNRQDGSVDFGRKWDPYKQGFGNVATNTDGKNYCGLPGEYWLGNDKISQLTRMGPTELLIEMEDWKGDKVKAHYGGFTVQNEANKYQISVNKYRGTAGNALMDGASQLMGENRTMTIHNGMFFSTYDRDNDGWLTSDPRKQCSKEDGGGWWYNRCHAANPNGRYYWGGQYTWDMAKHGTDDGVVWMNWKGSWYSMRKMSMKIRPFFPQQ
#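 Assay system: Fibrin-DD(E) protein isolated from polymerized human fibrin clots; read-out basis: percent inhibition; medium: Tris/NaCl/CaCl2 buffer, pH 7.8; signal: FP measurement; incubation: 10 min plus 3 h, room temperature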
# SIAE inh: human SIAE inhibition, primary screen | Q9HAT2 | SIAE FP-Rh probe binding, fluorescence polarization | inhibition, % at 9.66 µM | actives 0.69% (n = 370,000) | AID 1053197;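 active = inhibition above a cutoff: mean of compounds within the control limits plus 3 SD of those, cut at about 17% in these data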;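 also: 0% = plate median of compound wells and 100% = probe without SIAE protein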
# mABHD4 FP: ABHD4 (mouse) inhibition, primary FP screen; actives 0.54% (n = 370,000); purified mABHD4, FP-Rh probe fluorescence polarization; AID 720543; Q8VD66; inhibition, % at 8.92 µM;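 active = inhibition exceeding the mean over every tested compound plus 3 SD, cut at about 30% in these data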;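 also: 0% = plate median of compound wells and 100% = S159A mutant with DMSO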
#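 system = mouse ABHD4 enzyme, wild type | medium = HEPES pH 7.0, NaCl, Pluronic buffer | also added = FP-Rh probe | incubation = Enzyme–compound pre-incubation 45 min, then probe 60 min, both 25 °C | technique = fluorescence polarization, excitation 525 nm, emission 598 nm, BODIPY TMR filters | controls = S159A mutant high control, sample median low control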
# An asterisk follows results filed as active; / = not tested or not shown.
SMILES | PG9 binder | UHRF1 binding | LEDGF integ inh | TDP2 absorb | PRMT1 inh | TCR-CD3 inh | HTRA1 inhibitor | Tn7 DDE FP | SIAE inh | mABHD4 FP
COc1ccc(/C=N/NC(=O)C2C3CCCCC32C)cc1OC (centres undefined) | 1.8 | -2.0 | -0.7 | -2.8 | -0.6 | 2.1 | -8.7 | 0.5 | -0.9 | 4.3
Cc1ccc(-c2noc(-c3c(C)noc3C)n2)cc1 | 0.4 | 1.7 | -0.5 | -1.1 | 3.6 | -1.2 | 6.1 | 2.8 | -7.3 | -3.4
CCOC(=O)C(CCCOc1ccc(C)cc1)C(=O)OCC | 0.6 | 2.2 | -1.0 | -5.0 | -2.5 | -1.5 | -3.0 | -0.4 | 1.7 | 2.9
Cc1ccc(S(=O)(=O)N2CCN(C(=O)CN3CCCC3)C2)cc1 | 0.3 | 0.1 | 0.5 | 1.2 | -0.7 | 2.7 | 2.6 | 8.5 | -8.2 | 2.9
CC1CCCC(C)N1C(=O)COC(=O)c1n[nH]c(=O)c2ccccc12 (centres undefined) | -0.3 | 0.2 | 2.3 | -7.3 | -0.7 | -3.8 | 0.4 | -3.7 | -8.6 | 9.1
COC(=O)c1c(NC(=O)CN2C(=O)NC3(CCc4ccccc4C3)C2=O)sc2c1CCCCC2 (centres undefined) | 15.0* | -10.4 | 1.8 | -0.9 | -2.9 | 4.8 | -14.8 | 0.3 | 1.3 | -3.0
Cc1ccc(S(=O)(=O)n2nc(C)c(Br)c2C)c(C)c1C | 0.8 | 3.5 | 4.6 | 1.9 | 7.4 | -5.8 | 4.0 | 11.8 | 5.1 | -7.7
Cc1csc(SCC(=O)Nc2ccccc2C)n1 | 1.0 | 0.2 | -2.1 | -4.2 | 4.4 | 5.1 | 0.3 | -8.2 | 4.8 | 8.5
CCNCC(=O)N1c2ccccc2CCc2ccc(NC(C)=O)cc21 | -2.0 | -0.8 | 3.7 | 2.9 | -1.5 | -5.2 | 0.1 | -5.1 | 8.8 | -3.3
CCOc1ccc(CNCCCSc2ncccn2)cc1 | 1.3 | -1.1 | 1.2 | 6.2 | 5.9 | -6.0 | -7.7 | 3.0 | -1.5 | 5.6
CCCCn1c(C2CCCCC2)nc2cc3[nH]c(=O)c(C(C)C)nc3cc21 | -0.5 | -2.3 | 0.1 | -4.0 | 3.0 | 1.5 | -9.5 | 7.8 | 5.4 | -4.0
CCOP(=O)(c1ccc(N(C)C)cc1)C(O)c1ccccc1 (centres undefined) | 2.8 | -2.1 | -2.6 | 3.6 | -1.6 | -2.6 | 3.6 | -0.4 | 10.9 | 5.2
CCc1nc2c(OCCn3cccc3)cccn2c1N(C)C(=O)c1ccco1 | -0.5 | -1.3 | 0.4 | 2.2 | 0.0 | -3.8 | / | -0.3 | 11.9 | 0.3
Cc1ccc(C(=O)n2nc(-c3ccco3)nc2N)cc1 | 2.2 | 0.8 | 0.4 | 10.3 | 5.3 | -1.5 | 5.5 | 5.8 | -3.9 | -2.7
CCOC(=O)c1c(NC(=O)C2CCN(S(=O)(=O)c3cccs3)CC2)sc(C)c1C | -2.8 | 0.6 | 0.8 | -0.7 | 0.8 | 1.5 | -8.7 | 0.6 | -6.5 | 2.8
Cc1ccc(S(=O)(=O)N2CCOCC2)cc1NC(=O)CN1CCN(C)CC1 | 0.6 | -1.8 | -1.8 | -0.4 | -3.0 | 5.8 | 2.4 | 0.7 | 4.5 | 1.2
CCOc1cccc(C2/C(=C(/O)c3ccc4c(c3)CC(C)O4)C(=O)C(=O)N2Cc2cccnc2)c1 (centres undefined) | 3.2 | -3.7 | 0.3 | 2.5 | 2.5 | -0.9 | 2.6 | 1.4 | 2.0 | 2.7
CC(=O)N1C(C(=O)O)CSC1c1cccc(C)c1 (centres undefined) | 0.3 | 0.3 | -0.3 | -2.7 | 6.0 | -12.2 | 0.9 | -0.7 | -1.1 | 0.3
Cc1ccc(NC(=S)NCc2ccc3c(c2)OCO3)cc1 | 0.7 | -1.4 | -2.5 | 5.3 | -2.9 | 9.4 | -5.3 | 6.2 | 0.8 | -12.1
NS(=O)(=O)c1ccc(CNC(=S)NC2CC2)cc1 | 0.0 | -3.0 | 5.0 | 5.5 | -3.8 | 7.9 | 9.4 | -3.9 | -0.5 | 0.2
CCOc1ccc(CN(C)C(=O)[C@H](Cc2ccccc2)NC(=O)OCc2ccccc2)cc1OC | 0.6 | -1.2 | -1.5 | 11.9 | 0.0 | -6.1 | -21.6 | 1.4 | 1.3 | -0.6
COc1ccc(S(=O)(=O)N(Cc2ccccc2)c2ccccc2C(=O)N2CCOCC2)cc1 | -1.0 | 2.3 | 0.8 | -0.1 | 1.1 | -0.6 | -3.5 | -2.1 | 5.0 | 1.7
OCC1(Cc2cccc(Cl)c2)CCCN(Cc2cn[nH]c2C2CCCCC2)C1 (centres undefined) | 1.7 | -1.8 | 2.3 | -4.8 | -5.5 | 4.2 | -5.3 | 4.8 | 2.1 | -3.1
CC(OC(=O)c1cccc(S(=O)(=O)N2CCCCC2)c1)C(=O)NCC1CCCCC1 (centres undefined) | -0.8 | 5.6 | 3.9 | -5.2 | -0.8 | 0.7 | 3.4 | -10.3 | -1.4 | 0.6
Nc1cc(N)nc(SCCc2ccccc2)n1 | -2.3 | -1.6 | -4.4 | -2.9 | -4.5 | 0.9 | -1.4 | 5.5 | -1.3 | 0.0
COc1ccccc1C(=O)Nc1ccc(Br)cc1C | -1.3 | -0.5 | -4.7 | 9.3 | 2.2 | -5.3 | -14.3 | -0.4 | 2.4 | -0.8
Cc1nnsc1NC(=O)OCC(C)(C)C | -1.0 | 3.2 | 2.1 | 5.4 | -1.2 | -2.0 | 3.2 | 0.4 | 0.8 | -1.1
COc1ccc(NC(=O)CN(c2c(C)cccc2C)S(C)(=O)=O)cc1 | 0.1 | 0.8 | 10.5 | -10.8 | 0.3 | -2.0 | 3.2 | -1.3 | -0.1 | -12.0
Cc1ccc(N/C=C(\[N+](=O)[O-])S(=O)(=O)c2ccccc2)cc1 | -0.8 | 2.3 | -0.3 | -0.3 | 0.8 | -1.1 | -1.2 | 3.1 | 0.3 | 0.9
CC(=O)n1cc([C@H]2C=C(C(=O)N3CCOCC3)O[C@@H](OCc3ccc(CO)cc3)C2)c2ccccc21 | 0.5 | 0.2 | 1.2 | -5.5 | 0.8 | 3.9 | 5.3 | -0.9 | -3.2 | 1.6
COc1cc(C(=O)OC2CSCC2NC(=O)c2ccccc2)cc(OC)c1OC (centres undefined) | -0.4 | -5.5 | 2.9 | 4.0 | -6.2 | 7.5 | -2.6 | 5.0 | 0.9 | 4.1
CC(C)Oc1ccc(C2CC(=O)N(Nc3ccc([N+](=O)[O-])cc3[N+](=O)[O-])C2=O)cc1 (centres undefined) | -1.5 | 4.8 | 0.6 | -16.5 | 1.0 | 2.1 | -0.1 | 3.3 | -2.7 | 3.1
Cc1ccc(F)cc1CNC(=O)C1CCC(=O)N(CCc2ccccc2)C1 (centres undefined) | -1.7 | 0.8 | 0.9 | -7.5 | -1.9 | 8.9 | 0.3 | -3.3 | -2.7 | 7.9
CCOc1ccccc1CNC(=O)CCN1C(=O)COc2ccccc21 | -1.6 | 1.6 | 3.7 | -4.1 | 0.7 | 5.5 | 2.1 | -3.2 | -2.0 | 6.9
CCn1c(=O)cc(OCC(=O)NCCCN2CCC(C)CC2)c2ccccc21 | -1.3 | -1.2 | -4.6 | -0.7 | -0.7 | 1.1 | 8.4 | 2.6 | 0.6 | -0.6
CCOC(=O)/C(N=Nc1c(Br)cc(Br)cc1Br)=C(\C)O | -1.7 | -0.9 | 1.3 | -1.0 | 0.0 | 12.2 | -1.0 | -4.6 | 2.0 | -3.7
Cc1cc(C)c(C)c(S(=O)(=O)Nc2ccccc2N2CCOCC2)c1C | -0.3 | -1.1 | -3.7 | 4.4 | -2.9 | 6.5 | -11.3 | 0.9 | 11.1 | -10.7
CCOC(=O)Cn1c(=O)n(Cc2ccccc2)c(=O)c2cccnc21 | -0.8 | -0.6 | -2.5 | 9.9 | -0.8 | 0.5 | 0.7 | -3.4 | -7.2 | 0.5
Cc1oc(-c2ccccc2F)nc1CN1CCC(C(=O)NCc2ccco2)CC1 | 1.3 | 0.2 | 0.3 | -4.9 | 3.9 | -5.5 | -3.1 | -3.6 | -12.1 | -1.2
COc1cccc(N2CCN(C3C4CC5CC(C4)CC3C5)CC2)c1 (centres undefined) | -2.5 | -0.5 | -2.4 | 5.9 | -1.9 | 1.7 | 6.2 | 0.4 | 0.5 | 5.9
Cc1cc(SCc2ccc([N+](=O)[O-])cc2)nc(=O)[nH]1 | -1.4 | -0.1 | 0.5 | 7.9 | 2.2 | 5.7 | 6.9 | -8.9 | 1.1 | 5.6
CCOC(=O)N1CCN(C(=O)C(c2ccccc2)c2ccccc2)CC1 | 0.4 | 0.2 | -0.4 | 3.6 | -2.8 | 4.6 | 2.8 | -4.3 | -7.4 | 1.1
C=CCN(CC(=O)NCC1CCCO1)C(=O)CCC(=O)Nc1cc(C)on1 (centres undefined) | -0.9 | 5.3 | 1.2 | 6.8 | 0.3 | -1.0 | 6.7 | 2.9 | 1.8 | 4.4
O=C(CCS(=O)(=O)c1ccccc1)Nc1nnc(-c2ccco2)o1 | 0.6 | -0.8 | -1.5 | -1.5 | 2.0 | 11.7 | 3.8 | 3.0 | -1.6 | 4.2

# Molecules from the list above containing a halogen (6):
SMILES | PG9 binder | UHRF1 binding | LEDGF integ inh | TDP2 absorb | PRMT1 inh | TCR-CD3 inh | HTRA1 inhibitor | Tn7 DDE FP | SIAE inh | mABHD4 FP
Cc1ccc(S(=O)(=O)n2nc(C)c(Br)c2C)c(C)c1C | 0.8 | 3.5 | 4.6 | 1.9 | 7.4 | -5.8 | 4.0 | 11.8 | 5.1 | -7.7
OCC1(Cc2cccc(Cl)c2)CCCN(Cc2cn[nH]c2C2CCCCC2)C1 (centres undefined) | 1.7 | -1.8 | 2.3 | -4.8 | -5.5 | 4.2 | -5.3 | 4.8 | 2.1 | -3.1
COc1ccccc1C(=O)Nc1ccc(Br)cc1C | -1.3 | -0.5 | -4.7 | 9.3 | 2.2 | -5.3 | -14.3 | -0.4 | 2.4 | -0.8
Cc1ccc(F)cc1CNC(=O)C1CCC(=O)N(CCc2ccccc2)C1 (centres undefined) | -1.7 | 0.8 | 0.9 | -7.5 | -1.9 | 8.9 | 0.3 | -3.3 | -2.7 | 7.9
CCOC(=O)/C(N=Nc1c(Br)cc(Br)cc1Br)=C(\C)O | -1.7 | -0.9 | 1.3 | -1.0 | 0.0 | 12.2 | -1.0 | -4.6 | 2.0 | -3.7
Cc1oc(-c2ccccc2F)nc1CN1CCC(C(=O)NCc2ccco2)CC1 | 1.3 | 0.2 | 0.3 | -4.9 | 3.9 | -5.5 | -3.1 | -3.6 | -12.1 | -1.2
